High-throughput results deposited in PubChem by several laboratories.
TNAP inh hi DEA = human TNAP enzyme inhibitors, primary screen, biochemical, luminescent, high phosphate acceptor level, uHTS. Alkaline phosphatase, tissue-nonspecific isozyme (Homo sapiens), P05186. actives 0.03% (n = 200,000). AID 1135, 2008. purified TNAP, CDP-star luminescence, 1 M DEA. inhibition, % at 20 µM;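 active means over 50% inhibition of tissue-nonspecific alkaline phosphatase at 20 µM in the single-dose screen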;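 further: plate controls were DMSO wells for no effect and EDTA-quenched wells as full inhibition for full effect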
Target sequence (P05186 whole entry, looked up): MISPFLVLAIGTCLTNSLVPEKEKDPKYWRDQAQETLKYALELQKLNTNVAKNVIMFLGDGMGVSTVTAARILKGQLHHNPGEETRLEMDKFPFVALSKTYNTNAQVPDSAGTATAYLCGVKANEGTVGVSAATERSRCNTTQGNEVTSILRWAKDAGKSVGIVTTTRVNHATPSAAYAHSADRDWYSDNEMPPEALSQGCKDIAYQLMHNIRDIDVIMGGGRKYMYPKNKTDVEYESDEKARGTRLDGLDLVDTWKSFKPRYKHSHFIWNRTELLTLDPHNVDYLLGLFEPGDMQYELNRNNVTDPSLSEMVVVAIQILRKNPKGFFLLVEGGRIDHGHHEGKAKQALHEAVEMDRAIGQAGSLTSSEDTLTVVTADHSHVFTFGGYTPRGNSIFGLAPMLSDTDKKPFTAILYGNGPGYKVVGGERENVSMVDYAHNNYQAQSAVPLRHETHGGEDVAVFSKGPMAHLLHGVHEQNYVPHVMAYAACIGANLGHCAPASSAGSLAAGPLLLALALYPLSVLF
L major viab = Leishmania major promastigote growth inhibition, primary screen. Leishmania major promastigotes, resazurin fluorescence viability. inhibition, % at 10 µM. actives 9% (n = 200,000). AID 1063, 2008; in the data active means inhibition above about 50%;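 further: promastigotes grown with compound for 44 hours at 28 °C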
PMI act = activators of human PMI, primary screen, biochemical, fluorescence intensity, near-Km mannose 6-phosphate. purified human PMI, coupled resazurin fluorescence, 20 min; stronger effect = higher value; 1 = vehicle control, 0 substrate-free wells. activation factor at 20 µM. actives 0.005% (n = 190,000);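 active means activation factor of 2 or more at 20 µM, relative to plate controls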
PMI act satM6P = human PMI activators, high substrate, primary screen, biochemical, fluorescence intensity, near-saturating mannose 6-phosphate. activation factor at 20 µM. actives 0.34% (n = 190,000). Mannose-6-phosphate isomerase (Homo sapiens), P34949. coupled PMI enzyme assay, resazurin fluorescence, 20 min; stronger effect = higher value; 1 = untreated enzyme, 0 = substrate-free blank;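 active means activation factor of 2 or more at 20 µM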
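Test system – human PMI in coupled enzyme assay · Timing – 20 min incubation at room temperature · Detection – Diaphorase-driven resazurin-to-resorufin fluorescence, excitation 544, emission 590 nm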
TNAP inh no acc = human TNAP enzyme inhibitors, primary screen, biochemical, luminescent, no phosphate acceptor, uHTS; Alkaline phosphatase, tissue-nonspecific isozyme (Homo sapiens), P05186; purified TNAP, CDP-star luminescence, 30 min; inhibition, % at 20 µM; actives 0.26% (n = 200,000); AID 1012, 2008;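 active means tissue-nonspecific alkaline phosphatase inhibition above about 50% at 20 µM in the single-dose screen, limit read from the data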;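 further: 0% = DMSO negative control and 100% = EDTA positive control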
Redox H2O2 prof = compounds producing H2O2 with reducing agent – biochemical, NIH compound library profiling, artefact control for MLSCN library redox annotation, primary screen; DTT-dependent redox cycling H2O2, phenol red/HRP absorbance; 100% = 100 µM peroxide control, 0% = buffer; activation, % at 10 µM; actives 0.03% (n = 200,000);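 active means activation of at least 50% relative to the plate's high and low controls in the primary single-dose screen; inactive means activation below 50%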;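 further: compound incubated with DTT at 0.8 mM final as the reducing agent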
S1P3 antagonist = S1P3 receptor antagonists, primary screen, cell-based. inhibition, % at 4.98 µM. CHO S1P3 NFAT-BLA reporter, FRET fluorescence, antagonist mode. Sphingosine 1-phosphate receptor 3 (Homo sapiens), Q99500. actives 0.27% (n = 170,000);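 active means inhibition above the plate cutoff, the mean inhibition of test wells on that plate plus 3 SD, cut at about 28% in these data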;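 further: cells challenged with S1P at its EC80 of 0.8 µM; blue over green emission ratio from cleaved BLA substrate after 4 h stimulation; 0% = S1P-stimulated wells and 100% = unstimulated DMSO-only wells; some compounds past the cut are filed as inactive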
Target sequence (Q99500 whole entry, looked up): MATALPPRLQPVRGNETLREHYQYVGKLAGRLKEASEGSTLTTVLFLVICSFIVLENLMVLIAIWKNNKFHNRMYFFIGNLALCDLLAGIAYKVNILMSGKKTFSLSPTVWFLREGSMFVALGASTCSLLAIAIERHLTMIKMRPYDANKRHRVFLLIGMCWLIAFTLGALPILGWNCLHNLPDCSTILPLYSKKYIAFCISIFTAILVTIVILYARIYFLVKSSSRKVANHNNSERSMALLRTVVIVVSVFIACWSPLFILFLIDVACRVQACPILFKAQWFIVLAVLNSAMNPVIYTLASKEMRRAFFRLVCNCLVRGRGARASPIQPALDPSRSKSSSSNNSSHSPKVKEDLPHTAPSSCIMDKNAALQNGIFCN
RAM network inh = inhibitors of the yeast RAM network, primary screen, dse1pr::URA3 reporter, 5-FOA selection; S. cerevisiae dse1pr::URA3 reporter, 5-FOA growth OD615, 2 d; analog-sensitive cbk1-as2 kinase mutant strain; inhibition, % at 50 µM; actives 1.8% (n = 190,000); AID 868, 2007;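 active means inhibition above a set limit, 3 SD over mean compound inhibition, cut at about 8.4% in these data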;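 further: 0% = DMSO-only wells with no growth and 100% = 10 µM 1-NA-PP1 full growth; inhibition rescues growth on 5-FOA so higher OD means more RAM inhibition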
Efa HMGR inh = inhibitors of E. faecalis class II HMGR, primary screen, biochemical, Enterococcus faecalis. inhibition, % at 10 µM. purified E. faecalis HMGR, NADPH absorbance 340 nm kinetic. actives 0.41% (n = 190,000);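 active means inhibition above a set limit, the median over all tested compounds plus 3 SD, cut at about 9.5% in these data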;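 further: enzyme runs in reverse so mevalonate oxidation gives rising NADPH absorbance; 0% = complete reaction with DMSO and 100% = background rate lacking mevalonate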
Hsp70 act = Hsp70 transcriptional activators, primary screen, cell-based, HeLa, Hsp70 promoter luciferase, luminescence, 10 µM; HeLa Hsp70 promoter luciferase reporter; scaled: vehicle 0, proteasome-inhibitor control 100%; activation, % at 10 µM; actives 0.04% (n = 200,000);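 active means activation above the mean across all tested compounds plus 3 SD, cutoff set per campaign, cut at about 5.5% in these data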;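 further: 100% = MG132 at 30 µM as the positive control and 0% = DMSO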
The depositor's hits bear a star; x = not tested or not shown; & = joins results of further samples. Rows are unselected; 12% or so of the library scored in one or more.

SMILES	TNAP inh hi DEA	L major viab	PMI act	PMI act satM6P	TNAP inh no acc	Redox H2O2 prof	S1P3 antagonist	RAM network inh	Efa HMGR inh	Hsp70 act
O=C(Cn1cnc2scc(-c3ccccc3)c2c1=O)NCc1ccco1	-7	-6	0.9	0.9	-7	-0.1	-8	0.4	8	-0.1
CC(C)CCN1CCN(Cc2ccc3nsnc3c2)CC1CCO (centres undefined)	-8	41	1	1	-10	-1.0	-18	2.0	0	0.6
CC(C)(C)c1ccc(S(=O)(=O)NCC(=O)Nc2ccc(-c3nc4ccccc4s3)cc2)cc1	0	-3	0.9	1	-3	0.2	x	3.7	-2	-0.1
CC(=O)Nc1cc(-c2nn(C)c(=O)c3ccccc23)ccc1N1CCOCC1	2	0	1	0.9	-13	0.1	x	-1.0	-8	-0.4
O=C(O)c1cccnc1Nc1ccc(Cl)cc1	-2	-1	1.2	1.1	-6	-2.1	0	0.0	2	-0.3
CCOc1ccc(/C=N/NC(=O)C2(O)c3ccccc3-c3ccccc32)cc1	0	0	0.9	1	-10	-0.2	-19	1.6	-2	-0.3
O=C(O)c1ccc(N2CCCCC2)cc1	-4	-9	1	1	-10	-1.8	0	0.2	-2	0.1
CCn1c(-c2nonc2NC(=O)c2ccccc2)nc2ccccc21	-9	-5	1	1	-1	-7.5	x	5.0	-1	-0.1
COc1ccc(N2CC(C)Cn3c2nc2c3c(=O)n(CCc3ccccc3)c(=O)n2C)cc1 (centres undefined)	-7	x	1.1	0.9	1	x	-8	x	x	x
CC1CCN(CC(=O)c2c[nH]c3ccccc23)CC1	-3	3	1	1	-9	-6.7	x	1.4	-1	-0.2
CC1=CC(c2ccc(Cl)cc2)n2nc(NC(=O)c3ccccc3)nc2N1 (centres undefined)	-9	7	1.2	1.1	7	-0.1	x	-0.3	1	-0.2
CCOC(=O)/C(C#N)=C/NC(=O)NC(C)(C)C	-3	-7	1	1.1	-11	0.1	x	-0.1	0	-0.7
N#CC1=C(N)C(C#N)(C#N)C(c2cccnc2)C2CCCC=C12 (centres undefined)	-3	33	0.9	0.5	-6	1.7	-7	3.3	-2	-0.6
COC(=O)c1c(NC(=O)c2ccccc2)sc(C(N)=O)c1C	-7	-9	0.9	1	-11	-1.2	6	2.2	0	0.0
CCCOC(=O)c1c(NC(=O)C2C3C=CC(C3)C2C(=O)O)sc2c1CCC(C)C2 (centres undefined)	-3	-8	0.7	0.9	-2	-0.2	-4	2.5	-11	-0.3
CC(=O)c1cn(CCC(C)C)c(=O)[nH]c1=O	-3	-7	1.1	1	-5	0.0	-11	1.0	0	-0.3
CCC(C)c1ccc(O)c(NC(=O)c2ncn[nH]2)c1 (centres undefined)	-4	46	1	0.9	-89	0.1	-3	-0.2	3	-0.2
Cc1cccc(NC(=S)N(CCN(C)C)Cc2cc3cc(C)cc(C)c3[nH]c2=O)c1	-1	98*	1	1	-1	0.7	-2	2.1	-3	-0.1
Cc1ccccc1C(CC(=O)c1cccs1)C(C#N)C#N (centres undefined)	2	83*	0.9	0.9	-3	0.9	10	-0.6	-6	-0.3
O=C(CCC1CCCC1)NCc1ccccn1	-5	-2	1	0.9	-8	0.8	-20	0.3	1	-0.1
CN(C)C(=O)COC(=O)/C=C/c1ccccc1[N+](=O)[O-]	-3	4	1	1	-21	-0.9	x	1.8	3	0.1
Cn1c(OCc2ccco2)nc2c1c(=O)n(Cc1ccc(Cl)c(Cl)c1)c(=O)n2C	-4	2	0.9	0.9	-11	0.6	x	3.0	1	-0.2
Cc1csc(SCCn2c(Br)nc3c2c(=O)[nH]c(=O)n3C)n1	-4	1	1	1	-5	-0.7	x	0.7	-2	0.0
COc1ccc(-c2ccc(-c3nnn(CC(=O)N4CCOCC4)n3)cc2)cc1	-8	-4	1.1	1	-12	2.0	6	4.0	7	-0.1
O=S(=O)(Cc1ccccc1)c1cnc2ccccc2n1	0	27	0.9	0.9	-4	-0.1	x	1.4	-1	-0.3
Cc1c(NC(=O)CSc2nnnn2-c2ccc(O)cc2)c(=O)n(-c2ccccc2)n1C	1	-7	1	1	-5	1.1	x	0.3	2	0.8
CCOC(=O)Cc1c(C)nc2c(-c3ccc(Cl)cc3)c(C)nn2c1C	-6	-9	0.9	0.9	-1	-0.2	-6	2.2	-1	-0.3
COc1ccc(NS(=O)(=O)c2c(C)n(C)c(=O)n(C)c2=O)cc1OC	-7	-3	1.1	1	0	-0.4	-23	0.5	-9	-0.3
C=CCn1c(-c2csc3ccccc23)n[nH]c1=S	9	12	1	1.1	-2	0.0	x	0.9	2	-0.1
CCOC(=O)C1=C(c2ccccc2)N=c2s/c(=C\c3cccc(O)c3)c(=O)n2C1c1cccs1 (centres undefined)	10	89*	0.9	0.9	6	-6.3	x	7.5	0	-0.2
NCCc1cnc[nH]1	-1	13&-8	1.1	1.2	-2	-0.5&-0.7	-36&-6	-0.6&1.4	1&-7	-0.2&0.0
CC(=O)Nc1ccc(S(=O)(=O)N2CCN(CC3CC4C=CC3C4)CC2)cc1 (centres undefined)	-1	8	1	1	-3	-0.1	-5	1.2	-1	-0.2
C#C[C@]1(O)CC[C@H]2[C@@H]3CCC4=C(CCC(=O)C4)[C@H]3CC[C@@]21C	-5	3	0.9	0.8	-7	0.1	0	-0.3	-3	-0.1
CC(=O)Nc1sc2c(c1C(c1ccc(F)cc1)N1CCOCC1)CCCC2 (centres undefined)	37	21	0.8	0.9	-5	0.1	x	1.2	-5	-0.1
O=C1NC2(CCCCC2)C(=O)N1/N=C/c1ccc(O)cc1O	-9	0	0.9	0.9	-15	0.0	x	2.7	-6	-0.4
CCC(=O)c1ccc(OCCn2cncn2)cc1	6	-3	1	1.1	-1	-0.6	-19	1.1	0	-0.2
CCOc1ccc(N/N=C(/C#N)C(N)=O)cc1	4	-4	0.9	1	-1	1.7	x	-0.6	0	-0.2
CC1(C)CC(C(CC(=O)O)c2ccccc2)CCO1 (centres undefined)	-1	-4	1	1.1	10	0.5	3	1.6	-1	-0.2
CCC(=O)NC(=S)NNC(=O)c1ccccc1[N+](=O)[O-]	0	-1	0.8	1	-82	0.3	-15	1.1	4	-0.1
Oc1ccc(N2CCN(C(=S)NCc3ccccc3)CC2)cc1	-1	53*	0.8	0.5	-2	-0.2	-13	-1.1	-1	0.1
N/C(=N\OC(=O)CCC1CCCC1)c1ccc([N+](=O)[O-])cc1	-2	7	1	1	-9	-1.0	-9	1.0	-3	-0.2
C/C(=C\C(=O)OCC(=O)NCc1ccccc1)C(=O)OCC(=O)NCc1ccccc1	-4	-2	0.9	1	-1	0.7	-15	2.9	0	-0.3
CCOc1ccc2nc(N3CCCCCC3)sc2c1	-4	8	1	1	-9	-0.2	0	-0.8	-6	-0.2
CCOC(=O)N1CCN(c2ncnc3nc[nH]c23)CC1	0	12	0.9	0.9	-19	0.0	-12	0.2	-4	-0.3
CCOC(=O)C1CCCN(Cc2c(F)cccc2Cl)C1 (centres undefined)	2	-2	0.9	1	-8	0.9	18	0.6	-2	-0.3
CCOc1ccccc1NC(=O)NCCC1=CCCCC1	-6	5	0.9	0.9	-11	-0.2	-5	3.1	-2	0.2
COC(=O)C/C=C/[C@@H](C)[C@@H](/C=N/O[C@H](C)c1cn([C@@H]2COC[C@H]2O)nn1)NS(=O)(=O)c1ccc(C)cc1	-3	-6	1	1	-6	0.5	-14	1.5	-5	-0.3
O=[N+]([O-])c1ccc(N2N=C(c3ccco3)CC2c2ccccc2)cc1 (centres undefined)	18	25	1	1.1	18	1.9	x	4.5	-3	-0.3
O=C(Nc1ccccc1Cl)c1cccc(NS(=O)(=O)c2ccccc2)c1	-4	-3	1	1	-13	0.5	x	-0.1	2	0.1
O=C1NC(=O)/C(=C/c2ccccc2OCc2ccccc2)S1	-5	-1	1.2	1.1	-13	-1.9	4	2.5	3	0.2

Already shown: 2 of the compounds above.
SMILES	TNAP inh hi DEA	L major viab	PMI act	PMI act satM6P	TNAP inh no acc	Redox H2O2 prof	S1P3 antagonist	RAM network inh	Efa HMGR inh	Hsp70 act
O=C(Nc1ccccc1Cl)c1cccc(NS(=O)(=O)c2ccccc2)c1	-4	-3	1	1	-13	0.5	x	-0.1	2	0.1
O=C1NC(=O)/C(=C/c2ccccc2OCc2ccccc2)S1	-5	-1	1.2	1.1	-13	-1.9	4	2.5	3	0.2

Later entries
SMILES	TNAP inh hi DEA	L major viab	PMI act	PMI act satM6P	TNAP inh no acc	Redox H2O2 prof	S1P3 antagonist	RAM network inh	Efa HMGR inh	Hsp70 act
O=C(COc1cccc(NC(=O)c2cccc([N+](=O)[O-])c2)c1)c1ccc(F)cc1	-4	20	1	0.9	-8	1.9	x	5.9	-4	0.6
CCOC(=O)N1CCN(C(=O)c2ccc(OC(C)=O)cc2)CC1	4	-1	1.1	1.2	-4	-1.1	8	-0.4	-5	0.1
COc1ccc2c(c1OC)C(=O)c1ccccc1C2=O	5	0	1.4	1.9	-4	-0.5	x	3.0	0	0.1
O=C(O)C1CC=CCC1C(=O)Nc1cccnc1 (centres undefined)	0	-10	x	x	-6	-0.4	12	3.5	-6	-0.1
Cn1c(C(=O)NCc2cccnc2)cc2sccc21	1	-10	1	1.1	-6	1.3	-47	1.9	2	-0.2
COc1ccc(-c2cc(C(F)(F)F)n3nc(C(=O)Nc4cc(C)on4)cc3n2)cc1OC	-3	5	0.9	1	-5	1.0	1	0.7	1	-0.1
Cc1ccc(CS(=O)(=O)c2nsc(C)c2C#N)cc1	1	-4	1.1	1	-5	-1.3	-17	1.9	0	-0.4
COc1cccc(CNC(=O)CCC2CCCN(C(=O)c3csc(C(C)C)n3)C2)c1 (centres undefined)	-10	-1	0.9	0.9	-13	-1.6	15	-0.2	-7	-0.2
CCc1n[nH]c(=S)n1/N=C/c1c(C)nn(-c2ccccc2)c1Cl	-1	6	1.1	1.1	-49	-1.6	3	0.6	0	-0.3
O=C(NNC(=O)c1ccc([N+](=O)[O-])cc1)c1ccncc1	0	-7	1	1	9	0.0	-15	0.4	4	-0.5
Cc1nc(S(=O)(=O)Cc2ccccc2)nc2c1CCC2	-4	5	0.9	0.9	-8	0.5	-15	0.2	-8	0.3
Cc1c(NC(=O)C2CC(c3cccc(Br)c3)=NO2)c(=O)n(-c2ccccc2)n1C (centres undefined)	-6	0	1	0.9	-11	0.0	-14	2.2	-3	0.0
